FadD28 binding: inhibitors of Mycobacterium tuberculosis FadD28 bisubstrate binding; FadD28 bisubstrate probe binding, fluorescence polarization; inhibition, % at 12.5 µM; hit rate 0.22% among 360,000; AID 588549; in the data active = inhibition above about 8.5%, passing the limit was not always enough; inconclusive = no clear call, values can overlap the other calls
PrPC surface inh: reduces human prion protein on the cell surface | P04156 | cell surface PrPC, TR-FRET read-out | inhibition, % at 13.8 µM | hit rate 0.43% among 370,000 | AID 720596; in the data active = inhibition above about 24%; note: 0% = median of the test wells and 100% = reference compound wells
BoNT A protease: blocks Botulinum neurotoxin A light chain protease. inhibition, % at 10 µM. AID 588499. multiplex microsphere protease substrate cleavage, flow cytometry. hit rate 0.17% among 360,000; in the data active = inhibition above about 30%; inconclusive = no clear call, values can overlap the other calls; note: plate controls were buffer without enzyme for full effect and enzyme alone for no effect
BoNT F protease: blocks Botulinum neurotoxin F light chain protease; AID 588497; Multiplex microsphere protease cleavage assay, flow cytometry; hit rate 0.22% among 360,000; inhibition, % at 10 µM; in the data active = inhibition above about 35%, passing the limit was not always enough; inconclusive = no clear call, values can overlap the other calls; note: plate controls were buffer without enzyme for full effect and enzyme alone for no effect
GDH-TPI inh: inhibits GDH-TPI coupling enzymes, artifact for Mtb FBA screen; inhibition, % at 4.8 µM; hit rate 1.2% among 360,000; AID 588335; GDH-TPI coupled enzyme counterscreen, NADH absorbance;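 note: 0% = DMSO wells and 100% = wells lacking the enzyme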
FBA Mtb inh: Mtb fructose-bisphosphate aldolase inhibition; P9WQA3; purified M. tuberculosis FBA, fluorescence read-out; inhibition, % at 1 µM; hit rate 2.3% among 360,000; in the data active = inhibition above about 27%;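 note: 0% = vehicle and 100% = reference inhibitor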
Target sequence (P9WQA3 whole entry, looked up): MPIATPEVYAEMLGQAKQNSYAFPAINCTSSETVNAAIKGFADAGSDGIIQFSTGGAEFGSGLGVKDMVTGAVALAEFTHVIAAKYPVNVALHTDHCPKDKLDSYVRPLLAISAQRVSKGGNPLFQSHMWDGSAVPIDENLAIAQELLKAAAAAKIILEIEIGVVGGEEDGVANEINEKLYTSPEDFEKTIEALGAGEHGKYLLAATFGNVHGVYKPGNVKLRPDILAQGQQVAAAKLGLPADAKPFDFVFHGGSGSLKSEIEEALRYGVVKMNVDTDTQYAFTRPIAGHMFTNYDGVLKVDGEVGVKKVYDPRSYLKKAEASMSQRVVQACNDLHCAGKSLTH
Mtb UGM inh: blocks M. tuberculosis UGM enzyme; purified UGM, fluorescence polarization probe displacement; hit rate 0.06% among 320,000; P9WIQ1; inhibition, % at 10 µM; in the data active = inhibition above about 10%, passing the limit was not always enough; inconclusive = no clear call, values can overlap the other calls
Target sequence (P9WIQ1 whole entry, looked up): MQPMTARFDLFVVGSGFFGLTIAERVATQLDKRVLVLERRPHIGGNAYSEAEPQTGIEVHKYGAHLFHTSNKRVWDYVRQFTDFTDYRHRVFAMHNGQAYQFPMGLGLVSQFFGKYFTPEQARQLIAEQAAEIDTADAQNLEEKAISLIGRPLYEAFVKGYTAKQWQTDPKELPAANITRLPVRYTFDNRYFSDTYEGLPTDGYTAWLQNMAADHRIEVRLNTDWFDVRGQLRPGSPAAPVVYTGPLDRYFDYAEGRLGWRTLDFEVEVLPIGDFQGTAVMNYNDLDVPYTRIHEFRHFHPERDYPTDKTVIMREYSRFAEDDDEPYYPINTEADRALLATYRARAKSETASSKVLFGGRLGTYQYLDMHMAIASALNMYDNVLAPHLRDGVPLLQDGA
Mtb BioA inh: blocks M. tuberculosis BioA enzyme activity. purified M. tuberculosis BioA enzyme, plate reader. hit rate 0.096% among 360,000. inhibition, % at 9.99 µM; in the data active = inhibition above about 40%; inconclusive = no clear call, values can overlap the other calls
CCHF vOTU inh: CCHFV vOTU protease inhibition. inhibition, % at 11.5 µM. Pep-AMC fluorescence. hit rate 0.55% among 370,000. AID 651958; note: 0% = vehicle wells with enzyme and 100% = no enzyme wells
Numbers without * were called inactive; ? = inconclusive; . = not tested or not shown; & = joins results of further samples. Cut-off read from the data, not from the text of the source, unless noted: active = inhibition above about 30%; inactive = the rest.

Sample of the layout, 3 compounds:
SMILES	FadD28 binding	PrPC surface inh	BoNT A protease	BoNT F protease	GDH-TPI inh	FBA Mtb inh	Mtb UGM inh	Mtb BioA inh	CCHF vOTU inh
COc1ccc(CCNS(=O)(=O)c2cc3c4c(c2)C(C)C(=O)N4CCC3)cc1OC (stereo not drawn)	-0.6	1	-2.3	-10	4	1	-2.4	-1.0	-4
Cc1oc(/N=C/c2cccc3ccccc23)c(C#N)c1C	-2.4	.	1.0	0	-1	2	-0.4	-1.0	.
CS(=O)(=O)N(CC(=O)NCCSCc1ccccc1)c1ccc2c(c1)OCO2	0.0	-8	1.0	2	3	1	1.7	.	-6

The listing, repeating the preview:
SMILES	FadD28 binding	PrPC surface inh	BoNT A protease	BoNT F protease	GDH-TPI inh	FBA Mtb inh	Mtb UGM inh	Mtb BioA inh	CCHF vOTU inh
COc1ccc(CCNS(=O)(=O)c2cc3c4c(c2)C(C)C(=O)N4CCC3)cc1OC (stereo not drawn)	-0.6	1	-2.3	-10	4	1	-2.4	-1.0	-4
Cc1oc(/N=C/c2cccc3ccccc23)c(C#N)c1C	-2.4	.	1.0	0	-1	2	-0.4	-1.0	.
CS(=O)(=O)N(CC(=O)NCCSCc1ccccc1)c1ccc2c(c1)OCO2	0.0	-8	1.0	2	3	1	1.7	.	-6
O=C(NNC(=O)C1CCN(Cc2cccc(F)c2)CC1)c1cccs1	-3.0	0	-0.5	-5	-5	-9	-0.2	-0.2	22
COc1ccc(NC(=O)c2cc(C)n(Cc3cccs3)c2C)cc1	-1.3	14	.	.	5	1	1.3	0.6	-7
COc1cc2nc(N3CCN(C(=O)OCc4ccccc4)[C@H](C(=O)NC(C)(C)C)C3)nc(N)c2cc1OC	1.2	-14	-1.3	-17	20	89*	2.7	1.1	-44
COC(=O)C(CC(=O)c1ccc(C)cc1)n1cccn1 (stereo not drawn)	1.1	4	-1.6	?	7	-1	-0.8	-1.5	-7
O=C(O)C1CSC2(c3ccc4c(c3)OCCO4)CCC(=O)N12 (stereo not drawn)	-1.8	4	-1.4	-16	-6	-2	5.0	-5.1	-7
COc1cc(SC)ccc1C(=O)Nc1ccc2ncccc2c1	-13	5	-0.4	-10	14	0	0.5	25	-2
COc1ccccc1CNS(=O)(=O)c1cc(C(=O)N(C)Cc2cccnc2)c(Cl)cc1Cl	-0.4	-6	-0.4	2	8	0	.	0.4	-6
COc1cc(NC(=O)c2ccccc2F)ccc1NC(=O)c1ccccc1Cl	-0.3	-12	-0.4	-2	0	-4	0.3	.	-4
O=C(NCc1ccccn1)c1cc2ccccc2oc1=O	-2.7	-4	0.8	3	10	17	0.9	0.2	2
COc1cc(OC)cc(C(=O)Nc2ccc([N+](=O)[O-])cn2)c1	-0.5	-13	3.4	2	7	1	2.4	-1.3	0
NS(=O)(=O)c1ccc(CCNC(=O)CCc2nc3ccccc3s2)cc1	.	5	-1.2	-4	-5	2	2.3	-1.4	0
O=C(Nc1cccc2c1CCCC2)c1cc([N+](=O)[O-])cc([N+](=O)[O-])c1	-1.1	-4	-0.2	-2	-4	3	-2.3	-1.8	8
Cc1ccc2c(cnn2C(=O)CCCC(=O)NCc2cccc(F)c2)c1	-1.9	0	-0.1	-6	9	4	1.5	-1.1	1
COC(=O)CCc1nc2ccccc2[nH]c1=O	-1.7	-1	2.2	5	6	12	3.3	-0.5	-1
Cc1ccc(C)c(S(=O)(=O)N2CCCOC2CNC(=O)C(=O)NCCc2ccccc2)c1 (stereo not drawn)	-0.3	-8	0.6	8	4	2	6.0	-3.9	10
C[C@]1(O)CC[C@H]2[C@@H]3CCC4=CC(=O)CC[C@]4(C)[C@@]3(F)[C@@H](O)C[C@@]21C	-1.3	0	-0.9	-4	5	6	.	-0.3	-4
CC/C(=N\NC(=O)C1CCCC1)c1ccc(Br)cc1	-3.1	-3	0.2	9	-18	-5	-5.4	-0.3	18
COc1cccc(OC)c1OCCNC(C)(C)C	-2.3	-3	-0.7	-4	1	-6	2.8	-1.1	-8
CCOC(=O)NCCc1c(C)nc2c(c(C)nn2C(C)(C)C)c1C	-0.7	5	-0.3	-18	1	0	-3.0	-0.9	19
Cc1ccc(/C=C2\SC(=S)N(NS(=O)(=O)c3ccc(C)cc3)C2=O)cc1	-0.4	5	1.8	?	15	-6	-0.9	0.2	-2
Cc1cc(C)n(-c2ccc(C(=O)NCC(=O)Nc3cc(Cl)ccc3Cl)cc2)n1	-4.8	-11	-0.1	-1	-12	-2	0.5	0.0	-5
O=C(CSc1ccccc1F)Nc1ccc2c(c1)OCO2	-0.5	14	-0.1	-13	1	-2	-2.0	0.2	-10
CCOC(=O)/C(C(C)=O)=C1/OC(=O)c2ccccc21	-2.0	4	-2.0	-18	8	0	-0.6	-1.7	-10
O=C(NNC1=Nc2cccc3cccc1c23)c1ccc(Br)cc1	0.6	6	-0.8	-4	11	-1	0.9	.	-5
Cc1cc(C)c(NC(=S)NC(=O)c2ccc(-c3ccccc3)cc2)c(C)c1	-0.1	-2	0.4	2	12	0	-1.1	-1.3	4
CCN(CC)c1ncnc2c1ncn2[C@H]1CN(Cc2cc(OC)c(OC)c(OC)c2)C[C@@H](CO)O1	-0.8	6	-0.4	3	11	1	.	0.5	5
Cc1ccc(C2OCC3(CO2)COC(c2ccc(C)cc2)OC3)cc1 (stereo not drawn)	-3.4	10	-0.1	-6	-10	-1	-1.9	.	-8
Cc1cc(C)c(S(=O)(=O)c2ccc(Cl)cc2)c(=O)[nH]1	-3.6	0	-0.1	9	-1	0	-1.6	2.3	-10
O=C(CSc1nnc(Cc2cccs2)n1CCc1ccccc1)N1CCCc2ccccc21	-5.4	5	-0.4	1	-2	-6	-1.0	1.1	6
CCS(=O)(=O)N1CCN(Cc2ccc([N+](=O)[O-])cc2)CC1	-1.0	-18	0.5	-3	8	-3	2.4	4.5	-5
CCOC(=O)c1c(C)[nH]c(/C(C)=N/O)c1C	-1.7	7	-0.5	-5	6	-2	-2.4	-0.5	4
N#CSCC(=O)N1c2ccccc2CCc2ccccc21	-2.4	10	0.8	6	5	2	0.1	-0.4	-15
Nc1cccc(C(=O)Nc2ccc3nc(-c4cccnc4)[nH]c3c2)c1	-2.1	2	-0.3	-5	27	-1	-4.1	.	19
COCCn1c(=O)[nH]c2cc(C(=O)NC(C)C)ccc2c1=O	0.4	-1	-0.4	3	19	7	4.0	-8.8	1
O=C1c2ccccc2NC2CCCCCN12 (stereo not drawn)	-2.9	4	-1.7	-6	-10	6	0.5	-1.4	-37
O=C(O)C(CCc1ccccc1)N1C(=O)c2ccccc2C1=O (stereo not drawn)	-3.0	5	-0.3	-5	3	0	.	0.6	-7
Cc1cc(C)n(CC(O)Cn2ccc3ccccc32)n1 (stereo not drawn)	-3.0	8	1.8	1	5	2	1.8	2.3	-14
C[C@@H]1CCCCO[C@@H](CN(C)S(=O)(=O)c2cccs2)[C@@H](C)CN([C@H](C)CO)C(=O)c2cc(NS(=O)(=O)c3ccccc3)ccc2O1	-1.3	-2	-0.2	-3	-1	2	.	-0.4&-1.4	16
N#Cc1ccccc1OCC(=O)NC(=O)NC1CCS(=O)(=O)C1 (stereo not drawn)	-0.8	-5	1.5	7	4	1	0.7	-1.4	1
Cc1ccc(NC(=O)CCn2c(=O)[nH]c3ccsc3c2=O)cc1C	0.3	8	-6.8	-18	-1	3	0.7	.	1
CC(C)(C)S(=O)(=O)c1cnc(-c2ccc(Cl)cc2)nc1N	-3.2	5	0.2	4	5	-1	-0.9	.	-10
C[C@H](CO)N1C[C@H](C)[C@@H](CN(C)C(=O)c2ccccc2)OCc2cn(nn2)CCCC1=O	-0.5	3	0.1	4	2	1	.	-1.6&0.2	20
Cc1[nH]c2ccccc2c1CC(=O)O	-3.0	-9	0.3	-3	-3	-1	0.8	0.7	-6
CC(=O)Nc1ccccc1OCC(=O)NC1CCCCC1C (stereo not drawn)	-3.4	6	0.0	4	-8	-3	0.0	0.2	-2
COc1ccc(OC)c(-n2c(Cn3c(-c4ccccn4)nc4ccccc43)n[nH]c2=S)c1	-3.1	3	-0.2	0	0	-1	0.3	0.6	-1

As a working copy, some entries already given.
SMILES	FadD28 binding	PrPC surface inh	BoNT A protease	BoNT F protease	GDH-TPI inh	FBA Mtb inh	Mtb UGM inh	Mtb BioA inh	CCHF vOTU inh
O=C(O)C(CCc1ccccc1)N1C(=O)c2ccccc2C1=O (stereo not drawn)	-3.0	5	-0.3	-5	3	0	.	0.6	-7
Cc1cc(C)n(CC(O)Cn2ccc3ccccc32)n1 (stereo not drawn)	-3.0	8	1.8	1	5	2	1.8	2.3	-14
C[C@@H]1CCCCO[C@@H](CN(C)S(=O)(=O)c2cccs2)[C@@H](C)CN([C@H](C)CO)C(=O)c2cc(NS(=O)(=O)c3ccccc3)ccc2O1	-1.3	-2	-0.2	-3	-1	2	.	-0.4&-1.4	16

(list continues)
SMILES	FadD28 binding	PrPC surface inh	BoNT A protease	BoNT F protease	GDH-TPI inh	FBA Mtb inh	Mtb UGM inh	Mtb BioA inh	CCHF vOTU inh
COC(=O)c1ccc(C(=O)OC)c(NS(C)(=O)=O)c1	-2.7	-5	0.6	0	8	-1	-0.6	.	-14
O=C(/C=C/c1cccnc1)c1ccc(O)cc1	0.4	3	-0.1	-7	17	-1	-4.1	.	9
CC(C)n1cc(/C=N/NC(=O)COc2cccc3cccnc23)c2ccccc21	6.6	-2	1.6	9	8	2	0.7	.	-10
Cc1cc2c(C(F)(F)F)cc(=O)oc2c2c1NCCC2	-1.8	-1	1.0	-12	6	0	0.1	-3.9	10
COc1ccc(C)cc1S(=O)(=O)Nc1ccc2c(c1)OCCO2	-1.9	-1	0.5	-1	-6	3	-0.6	0.1	9
C=CCn1c(SCc2nc3sc(C(=O)O)c(C)c3c(=O)[nH]2)nnc1-c1ccc(C(C)(C)C)cc1	1.6	-1	1.6	-2	8	2	2.0	0.0	-5
COCCCNC(NC(=O)c1ccc(Br)cc1)C(Cl)(Cl)Cl (stereo not drawn)	-1.0	1	-1.3	-14	-3	1	-0.8	.	2
O=C(c1ccccc1)c1ccccc1N1C(=O)C=CC1=O	-3.6	9	3.2	?	0	-3	1.3	.	8
COc1ccc(Cc2nnc(N/N=C/c3ccc(C)o3)[nH]c2=O)cc1	-1.6	4	-0.8	1	17	0	0.6	.	-10
CC(OC(=O)Cc1c(F)cccc1Cl)C(=O)NCCC1=CCCCC1 (stereo not drawn)	-1.3	0	-0.4	0	8	0	1.1	.	0
Cc1cc(Cc2ccc(N)c(C)c2)ccc1N	0.8	7	-0.1	-9	15	-1	2.4	-2.8	0
N#Cc1cccc(NC(=O)CSc2ccccc2)c1	-0.4	-4	-0.6	-4	2	4	-3.0	0.6	-15
CCCC(C(=O)NC1CCCC1)N(Cc1ccc(OC)cc1)C(=O)c1snc(C(N)=O)c1N (stereo not drawn)	-2.2	-12	-0.8	12	3	4	0.3	0.0	2
COc1cc(C(=O)NCCNc2nc3c(C)c(C)ccc3cc2C#N)cc(OC)c1OC	-1.5	-7	.	.	9	16	0.9	-0.9	10
CC1CCCN(C(=O)C2CCN(CC(C)c3ccccc3)CC2)C1 (stereo not drawn)	-2.0	-6	0.5	10	-2	2	-2.7	-1.5	1
COc1cccc(Nc2nc(CC(C)=O)ns2)c1	-4.3	0	0.4	0	2	-9	1.3	4.3	-6
COC(=O)c1cccc(NC(=O)CSc2nnc(C)n2Cc2ccccc2)c1	-3.5	5	-0.6	-7	-7	1	0.2	.	4
CCN(CC)CCCN1C(=O)C(=O)/C(=C(/O)c2ccc(OC)cc2)C1c1ccco1 (stereo not drawn)	-2.4	1	1.0	-10	6	6	-0.1	0.8	-10
CCOC(=O)c1ccc(NC(=O)c2ccc(CN3CCc4ccccc4C3)cc2)cc1	-1.4	-1	-3.2	9	13	1	1.6	18	-5
COc1ccccc1-c1ccc(/C=C2/C=C(C)OC2=O)o1	0.5	5	2.1	6	16	6	2.9	.	-13
COc1cccc(Cn2c(-c3cccs3)noc2=O)c1	-2.7	-1	-0.7	-8	1	0	-3.0	0.6	-10
S=C(c1c[nH]c2ccc(Br)cc12)N1CCOCC1	-3.1	-2	-0.9	3	4	-2	3.0	.	3
Cn1c(/N=C/c2c[nH]c3ccccc23)nc2ccccc21	-4.5	5	1.8	?	3	0	0.1	-0.4	2
O=C(c1ccc(=O)oc1)N1CCC(C(O)(c2ccccc2)c2ccccc2)CC1	-0.8	-4	0.0	?	16	6	0.1	0.4	-7
CC/C(=N\NC(=O)c1ccccc1O)c1c(O)n(Cc2ccccc2)c(=O)[nH]c1=O	18*	-3	-0.4	-1	57*	8	2.9	.	1

Screens: PubChem, several laboratories
